CHOP UPR activ = activators of apoptotic arm of unfolded protein response (CHOP); CHO-CHOP luciferase reporter, UPR activation, luminescence; percent of tunicamycin response over DMSO baseline; activation, % at 10 µM; hit rate 0.34% among 330,000; AID 449763;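 active = at 10 µM dose, activation of 40% or more, normalized to positive control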;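 also: 100% = tunicamycin at 10 µg/mL and 0% = DMSO alone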
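System: CHO CHOP reporter cells. Amount: 500 cells per well. Buffer or medium: F12 medium, 10% FBS. Compound dosing: one dose, 10 µM in 0.5% DMSO. Incubation: 6 h compound exposure at 37 °C after overnight seeding. Technique: Steady-Glo luciferase luminescence. Benchmarks: tunicamycin and DMSO controls.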
UPR XBP1 act = activators of adaptive arm of unfolded protein response (XBP1); CHO-XBP1 luciferase reporter, IRE1-XBP1 UPR activation, luminescence; percent of tunicamycin response, DMSO as zero; activation, % at 20 µM; hit rate 0.33% among 330,000; AID 463104;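 active = versus positive control, 20 µM dose yields 30% or more activation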;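 also: 100% = tunicamycin at 10 µg/mL and 0% = DMSO only wells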
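Material: CHO cell line with stable XBP1 luciferase reporter; buffer or medium: F12 medium containing 10% fetal bovine serum; compound: single point, 20 µM final compound, 1% DMSO; incubation: 6 h treatment, 37 °C; measured by: glow luminescence from Steady-Glo reagent; evaluation: activation, % of tunicamycin; control set: tunicamycin high, DMSO low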
Mdm2-MdmX inh = inhibitors of human Mdm2/MdmX interaction; O15151+Q00987; SaOS-2 split-luciferase Mdm2/MdmX complementation, luminescence; inhibition, % at 8 µM; hit rate 3% among 330,000; AID 485346;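 active = inhibition of at least 50% at 8 µM in the primary screen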
Target sequence (O15151 whole entry, looked up): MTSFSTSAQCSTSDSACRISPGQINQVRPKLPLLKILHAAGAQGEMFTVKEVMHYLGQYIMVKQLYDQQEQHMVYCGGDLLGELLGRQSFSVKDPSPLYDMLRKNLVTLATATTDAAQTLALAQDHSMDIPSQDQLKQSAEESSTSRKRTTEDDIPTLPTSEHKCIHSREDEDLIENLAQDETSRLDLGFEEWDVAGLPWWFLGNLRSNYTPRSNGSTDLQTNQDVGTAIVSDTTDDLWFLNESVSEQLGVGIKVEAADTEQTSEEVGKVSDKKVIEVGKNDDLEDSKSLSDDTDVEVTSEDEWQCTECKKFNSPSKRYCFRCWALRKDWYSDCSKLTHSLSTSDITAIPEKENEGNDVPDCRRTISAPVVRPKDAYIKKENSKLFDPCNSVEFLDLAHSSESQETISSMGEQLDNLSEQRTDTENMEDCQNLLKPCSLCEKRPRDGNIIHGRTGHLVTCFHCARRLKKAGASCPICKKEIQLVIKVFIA
Target sequence (Q00987 whole entry, looked up): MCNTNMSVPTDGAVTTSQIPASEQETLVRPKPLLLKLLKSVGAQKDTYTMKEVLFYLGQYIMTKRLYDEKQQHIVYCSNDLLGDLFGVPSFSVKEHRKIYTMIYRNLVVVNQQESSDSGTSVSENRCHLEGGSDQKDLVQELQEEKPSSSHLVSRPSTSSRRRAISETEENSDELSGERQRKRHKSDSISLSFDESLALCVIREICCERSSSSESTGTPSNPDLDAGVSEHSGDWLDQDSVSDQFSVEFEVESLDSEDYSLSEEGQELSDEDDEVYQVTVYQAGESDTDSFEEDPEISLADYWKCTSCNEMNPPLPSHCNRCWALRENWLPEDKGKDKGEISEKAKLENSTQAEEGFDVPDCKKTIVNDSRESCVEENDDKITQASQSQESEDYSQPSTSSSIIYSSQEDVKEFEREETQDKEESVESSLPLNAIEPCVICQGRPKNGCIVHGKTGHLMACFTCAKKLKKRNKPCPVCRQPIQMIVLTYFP
CXCR6 block = inhibitors of human CXCR6 receptor | O00574 | hit rate 0.36% among 360,000 | inhibition, % at 20 µM | AID 602244 | CHO-K1 PathHunter CXCR6 beta-arrestin, luminescence; in the data active = inhibition above about 34%, passing the limit was not always enough;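 also: antagonist mode with CXCL16 agonist at 10 nM final; 0% = 10 nM CXCL16 with DMSO and 100% = unstimulated wells without agonist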
APJ antagonist = blocks the human apelin receptor APJ; P35414; inhibition, % at 20 µM; CHO-K1 APJ beta-arrestin complementation, luminescence; hit rate 0.32% among 330,000; AID 2521;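 active = inhibition above about 40% at 20 µM, limit read from the data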;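 also: cells challenged with 10 nM apelin-13 agonist together with compound; plate controls were apelin-13 plus DMSO wells for no effect and DMSO wells lacking apelin-13 for full effect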
APJ ag = APJ receptor agonism; hit rate 0.11% among 330,000; CHO-K1 APJ PathHunter beta-arrestin, luminescence; 0% DMSO wells, 100% apelin; activation, % at 20 µM;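 active = activation more than six SD over the plate average, tested at 20 µM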;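 also: 0% = DMSO alone and 100% = apelin-13 at 10 nM; some results filed as inactive read as strong as hits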
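Assay system: engineered CHO-K1 APJ arrestin reporter cells; Amount: 1000 CHO-K1 reporter cells seeded per well; Dosing: one dose, 20 µM compound, 1% DMSO; Times: compound stimulation 90 min at 25 °C, detection 60 min; Measured by: luminescent beta-gal fragment complementation, chemiluminescent substrate; Read-out: APJ–arrestin association signal; Controls: DMSO vs Apelin-13 10 nM.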
tim23-1 inh = inhibits growth of tim23-1 mutant yeast; S. cerevisiae tim23-1 growth, BacTiter-Glo luminescence, 24 h; inhibition, % at 20 µM; hit rate 1.3% among 330,000; AID 463212;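 active = growth inhibition of the mutant yeast at or above 50%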;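 also: temperature-sensitive mutant grown at 25 °C; plate controls were DMSO-treated mutant yeast for no effect and medium wells lacking yeast for full effect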
tim10-1 inh = inhibits growth of tim10-1 mutant yeast | hit rate 2.2% among 330,000 | AID 463190 | inhibition, % at 20 µM | S. cerevisiae tim10-1 ts strain growth, BacTiter-Glo, 24 h;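 active = inhibition of at least 40%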;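 also: mutant grown at 25 °C; 0% = DMSO wells with yeast and 100% = wells holding no yeast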
TIM10 inh = growth inhibitors of TIM10 yeast strain | S. cerevisiae TIM10 strain growth, BacTiter-Glo luminescence, 24 h | inhibition, % at 10 µM | hit rate 1.4% among 330,000 | AID 463195;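 active = inhibition of 40% or more at the single tested concentration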;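 also: wild-type TIM10 isogenic control strain grown at permissive 25 °C; 0% = DMSO yeast wells and 100% = minimal medium wells without yeast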
Active calls of the source: *; / = not tested or not shown. These rows are one share of the data; the hit share may differ from the screen's.

SMILES	CHOP UPR activ	UPR XBP1 act	Mdm2-MdmX inh	CXCR6 block	APJ antagonist	APJ ag	tim23-1 inh	tim10-1 inh	TIM10 inh
CCN(C[C@H]1N[C@@](CC)(C(=O)OC)[C@H]2C(=O)N(Cc3ccccc3)C(=O)[C@@H]12)C(=O)NC(C)C	2.0	-0.6	-10.8	-1.1	5.1	-4.0	-5.6	-9.9	3.8
CCOC(=O)CSc1nnc(-c2cccc(Br)c2)o1	0.1	-5.5	16.2	1.6	-15.6	-2.3	-28.9	-16.2	-33.6
C=C(C)c1cccc(C(C)(C)NC(=O)NCC2CCCO2)c1 (configuration not stated)	0.3	-4.2	11.4	-12.1	2.8	-4.8	-11.2	-10.6	-14.7
COc1ccc(CCNc2oc(COc3ccccc3)nc2C#N)cc1	-1.5	-0.1	16.2	0.4	7.2	2.6	18.8	47.0*	5.2
CCc1nnc(NC(=O)CSc2nccn2-c2cc(C)cc(C)c2)s1	1.7	-2.3	0.1	2.8	-5.2	4.7	24.4	19.2	4.9
O=C1CCC/C(=N\NC(=O)c2ccc(COc3cccc4cccnc34)cc2)C1	-0.3	0.3	21.3	-4.3	0.5	3.2	4.6	14.1	-1.6
O=C(Nc1ccccc1N1CCCCC1)C1CCN(C(=O)c2ccc(Cl)cc2)CC1	0.2	0.3	23.1	-0.7	18.0	-8.5	25.6	14.6	-1.5
CCc1[nH]nc2c1C(c1cccc(OC(=O)N3CCOCC3)c1)C(C#N)=C(N)O2 (configuration not stated)	-1.5	-1.4	8.3	-5.7	22.3	3.4	6.7	6.6	9.4
CC(NC(=O)C(Cc1ccccc1)NC(=O)c1ccccc1)C(=O)O (configuration not stated)	-0.7	0.1	-5.0	3.6	-9.9	0.0	-0.6	-4.0	-5.4
CCCS(=O)(=O)c1c(S(=O)(=O)CCC)c2c(N)cccn2c1C(=O)c1ccccc1	2.4	3.5	-12.7	3.4	12.9	-4.8	16.2	2.1	13.2
CN(C)S(=O)(=O)c1ccc(NC(=O)c2ccccn2)cc1	3.6	-1.0	-17.0	4.9	-19.2	2.3	-4.1	-19.3	-16.7
CCN(C(=O)COC(=O)c1cccc(-n2cnnn2)c1)C1CCCCC1	0.8	0.5	-10.2	1.5	6.8	2.0	-2.8	5.9	-5.2
CCOC(=O)c1c(C)[nH]c(C(=O)CSc2nnc(C3CC3)n2N)c1C	-0.7	-1.0	24.8	0.4	-3.3	-0.5	12.3	21.5	4.8
CC1CCCC(CC(=O)O)(CC(=O)O)C1 (configuration not stated)	-0.1	-3.2	9.3	-2.7	9.7	-1.0	-14.0	-19.2	-6.8
O=C(COc1ccc2c(c1)OCO2)NC12CC3CC(CC(C3)C1)C2	4.3	3.9	-3.4	-0.6	-2.9	-3.8	38.0	31.5	47.1*
O=C(CSc1ccc2nnc(-c3cccnc3)n2n1)Nc1ccccc1C(F)(F)F	2.2	-7.2	-5.9	-1.8	18.3	4.1	10.0	-11.2	4.6
O=C(CNC(=O)c1ccco1)NCC(=O)OC(C(=O)c1ccccc1)c1ccc(Cl)cc1 (configuration not stated)	0.1	1.5	-3.3	8.8	26.3	-4.6	6.2	16.6	23.7
CC1CC(=O)Nc2ccc([N+](=O)[O-])cc2N1C (configuration not stated)	-0.2	2.2	8.8	5.0	-10.4	-2.4	6.7	-9.2	11.6
CCc1ccc(OCC(=O)NC(=S)Nc2cccc(CO)c2)c(Br)c1	2.0	1.2	-5.9	12.5	6.5	-6.2	27.2	24.7	17.7
CN(C)/N=C1\CCS(=O)(=O)c2sccc21	-1.4	1.4	22.1	-0.1	-11.5	-2.1	-6.5	-13.6	-11.9

Part of the list above in order of heavy-atom count, low to high.
SMILES	CHOP UPR activ	UPR XBP1 act	Mdm2-MdmX inh	CXCR6 block	APJ antagonist	APJ ag	tim23-1 inh	tim10-1 inh	TIM10 inh
CCOC(=O)CSc1nnc(-c2cccc(Br)c2)o1	0.1	-5.5	16.2	1.6	-15.6	-2.3	-28.9	-16.2	-33.6
CC(NC(=O)C(Cc1ccccc1)NC(=O)c1ccccc1)C(=O)O (configuration not stated)	-0.7	0.1	-5.0	3.6	-9.9	0.0	-0.6	-4.0	-5.4
O=C(CNC(=O)c1ccco1)NCC(=O)OC(C(=O)c1ccccc1)c1ccc(Cl)cc1 (configuration not stated)	0.1	1.5	-3.3	8.8	26.3	-4.6	6.2	16.6	23.7

(next part)
SMILES	CHOP UPR activ	UPR XBP1 act	Mdm2-MdmX inh	CXCR6 block	APJ antagonist	APJ ag	tim23-1 inh	tim10-1 inh	TIM10 inh
CC(c1ccc(Br)cc1)N1CC23C=CC(O2)C(C(=O)O)C3C1=O (configuration not stated)	-1.8	-1.3	-0.4	-2.2	6.6	-3.3	5.3	-2.4	-1.4
CCCS(=O)(=O)Nc1c(OC)ccc2c1c(C(=O)OCC)c(C)n2C	-2.3	1.1	33.5	0.6	-10.5	-3.3	19.2	29.6	23.8
Cc1ccc2nc(SCC(=O)N(CC(C)C)c3c(N)n(CC(C)C)c(=O)[nH]c3=O)[nH]c2c1	2.9	-2.7	13.9	1.8	11.2	0.4	17.6	2.5	2.7
CCn1c(CCC(=O)N(C)CC(=O)Nc2cccc(F)c2)nc2cc(S(=O)(=O)N(C)C)ccc21	0.6	0.1	14.8	-4.4	-41.1	3.1	-10.3	3.5	-2.3
Cn1c2c(c(=O)n(C)c1=O)C(c1cc3c(cc1Br)OCO3)CC(=O)N2 (configuration not stated)	-0.2	1.5	19.7	-1.7	-30.3	-2.7	-11.5	-7.6	-3.3
CCCNc1cc(C)c(C#N)c2nc3ccccc3n12	-1.6	7.6	33.6	-6.2	-13.3	-1.2	-10.7	-11.5	-8.8
CCN(C=NC1=NN(c2cccc(C(F)(F)F)c2)CC1)CC	2.4	1.2	6.0	-4.3	-6.7	-2.5	23.7	17.7	4.8
COc1ccccc1C(=O)COC(=O)Cc1n[nH]c(=O)c2ccccc12	0.2	4.0	6.7	2.2	20.1	-3.8	3.1	-12.9	-11.0
CCOC(=O)C1CCN(S(=O)(=O)c2ccc(NC(=O)OC)cc2)CC1	-0.2	-3.2	-19.7	3.8	11.0	-0.2	20.9	28.3	14.2
Cc1ccc2c(c1)NC(=O)c1cccc([N+](=O)[O-])c1CO2	-0.3	-2.6	18.3	/	-11.3	-0.4	19.2	0.1	-6.2
COc1ccc(OC)c(-n2nnnc2SCC(=O)Nc2ccc(C(=O)N3CCCCC3)cc2)c1	-1.5	-5.0	-5.8	3.1	-0.6	3.6	-1.9	-3.4	10.1
O=c1cc(NC2CCCCC2)c2ccccc2o1	2.1	-3.0	7.2	-3.3	9.4	0.9	25.0	-0.7	17.0
CCCCCC(=O)NC(=S)NNC(=O)CC	-2.6	0.9	5.3	14.7	21.3	-6.4	-68.2	-13.5	-21.1
CCOC(=O)C1C(=O)Nc2nc(C)nn2C1c1ccccc1 (configuration not stated)	0.4	2.7	-17.3	-14.9	1.3	-3.6	-3.9	5.7	-2.0
Cc1cccc(C2N(c3ccc(F)cc3)C(=O)C3CCCN32)c1 (configuration not stated)	-1.2	-2.0	-9.4	9.1	12.8	-3.1	-4.1	-15.2	-8.6
COc1ccc(C(=O)C2CCN(C(=O)Nc3ccc(C)cc3)CC2)cc1	2.9	-0.5	19.4	-7.9	5.1	-3.2	8.1	-8.5	13.2
O=C(C1=C(O)C(=O)N(c2nc3ccc(Cl)cc3s2)C1c1ccco1)c1ccco1 (configuration not stated)	2.2	0.8	-29.3	-0.4	2.4	-3.2	35.7	15.9	8.0
CCc1cccc2sc(NC(=O)C3CC3)nc12	0.4	0.0	13.5	-0.4	1.9	-1.9	37.1	22.7	4.5
Cc1ccc(NC(=O)CSc2nc(N)cc(N)n2)cc1S(=O)(=O)N1CCOCC1	0.1	-1.9	5.0	3.6	10.1	-2.2	-1.7	8.4	-0.4
CCCC(=O)NC(c1ccc(N(C)C)cc1)c1c(O)ccc2ccccc12 (configuration not stated)	3.0	-3.4	4.7	0.6	28.5	-2.0	20.9	33.4	22.4
Cc1ncn(C23CC4CC(CC(C4)C2)C3)n1	-0.8	-1.5	2.5	-4.5	-3.2	-2.0	-5.3	3.3	-17.5
O=C(Nc1ccc(NC(=O)c2cccs2)cc1Cl)c1ccco1	5.7	0.7	-0.3	-15.5	21.0	-1.1	34.2	-11.2	18.5
Cc1ccc2[nH]c3c(c2c1)SC(C)(C)CC3=O	-2.0	2.3	15.6	-0.5	-17.8	-1.5	45.8	11.0	13.4
O=C(NCCO)c1ccc2nc(Cc3cccc(Cl)c3)oc2c1	5.8	-1.1	7.3	-3.0	-2.1	2.7	12.3	8.3	4.1
CCCCn1c(C(C)O)nc2ccccc21 (configuration not stated)	-1.7	-0.5	-12.6	-5.4	-2.8	4.0	11.1	8.7	0.2
COc1cc(NC(=O)c2ccccc2Cl)c(OC)cc1NC(=O)CN1CCOCC1	-0.8	0.5	7.7	5.7	-16.1	-2.6	24.6	18.3	0.6
CCOC(=O)CC1C(=O)NCCN1S(=O)(=O)c1ccc(Br)cc1 (configuration not stated)	-1.8	-0.3	-8.6	0.3	6.5	-1.9	6.0	5.6	6.3
O=C(Nc1cccc(Br)c1)c1cc(=O)c2ccccc2o1	-0.8	-0.1	-8.5	-2.3	18.2	-0.4	-3.0	-15.0	10.3
Cn1c(N)c(C(=O)CSc2nc3ccccc3[nH]2)c(=O)n(C)c1=O	0.2	-1.9	15.4	2.6	5.7	-2.0	4.8	-1.8	3.9
CCN1CCN(CCNC(=O)c2ccc(/C=C3/Sc4ccccc4N(Cc4cccc(C)c4)C3=O)cc2)CC1	3.4	21.7	96.1*	-3.0	9.3	9.7	47.1	31.2	6.1
Cc1csc(=Nc2ccccc2)n1CCCN1CCCC1=O	1.2	-1.4	-24.1	-2.8	-2.8	-2.0	6.9	9.1	9.1
COc1ccc(CN2CCC(=O)NC2=O)cc1	-1.5	0.8	-0.3	3.3	-5.0	-2.0	-1.3	7.8	-2.5
O=C(Cn1cnc2ccccc2c1=O)c1ccc(OC(F)F)cc1	0.0	1.6	-6.3	-2.2	-9.1	-3.7	43.1	18.9	20.5
O=C(CCc1ccccn1)N1CCCC(N2CCN(c3cccc(C(F)(F)F)c3)CC2)C1 (configuration not stated)	-0.9	-1.6	20.9	-15.3	-8.8	-3.2	6.5	2.0	-2.3
OC(CC1CC12c1ccccc1-c1ncccc12)(c1ccccc1)c1ccccc1 (configuration not stated)	12.0	-0.3	1.4	15.4	-4.7	0.2	19.3	25.0	9.7
CCCn1nc(C(=O)Oc2ccc3c(C)cc(=O)oc3c2)c2ccccc2c1=O	1.6	-0.3	15.5	5.6	12.8	1.6	32.0	13.1	11.8
CCOC(=O)C1(C(F)(F)F)N=C(C(F)(F)F)Nc2cc(C)c(C)cc21 (configuration not stated)	-2.3	-0.4	4.0	2.9	0.7	-2.5	1.6	16.7	14.2
O=C(c1cccc([N+](=O)[O-])c1)N1CCN(C(=O)c2ccco2)CC1	1.1	-5.2	-11.0	-1.2	-8.4	-1.1	6.3	8.3	5.7
